High-throughput results deposited in PubChem BioAssay by several laboratories.
E coli Lon inh: inhibitors of E. coli Lon protease, primary screen, biochemical, fluorescence polarization. P0A9M0. AID 602123, 2011. purified E. coli Lon protease. inhibition, % at 7.94 µM. 0.42% of 360,000 active; in the data active means inhibition above about 13%, passing the limit was not always enough;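 further: 0% = enzyme with probe and DMSO and 100% = no enzyme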
CSN deneddyl inh: inhibitors of CSN-mediated cullin deneddylation, primary screen, biochemical, fluorescence polarization, uHTS; COP9 signalosome complex subunit 5 (Homo sapiens), Q92905; inhibition, % at 12.5 µM; Purified CSN, SCF-Nedd8-OG deneddylation; 0.38% of 360,000 active;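 active means pattern-corrected inhibition above about 35%, with an unprinted fluorescence ratio check between 0.5 and 1.5, limit read from the data, passing the limit was not always enough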;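 further: 0% = enzyme with substrate and 100% = substrate without enzyme; some results filed as inactive read as strong as hits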
Target sequence (Q92905 whole entry, looked up, one chain of several): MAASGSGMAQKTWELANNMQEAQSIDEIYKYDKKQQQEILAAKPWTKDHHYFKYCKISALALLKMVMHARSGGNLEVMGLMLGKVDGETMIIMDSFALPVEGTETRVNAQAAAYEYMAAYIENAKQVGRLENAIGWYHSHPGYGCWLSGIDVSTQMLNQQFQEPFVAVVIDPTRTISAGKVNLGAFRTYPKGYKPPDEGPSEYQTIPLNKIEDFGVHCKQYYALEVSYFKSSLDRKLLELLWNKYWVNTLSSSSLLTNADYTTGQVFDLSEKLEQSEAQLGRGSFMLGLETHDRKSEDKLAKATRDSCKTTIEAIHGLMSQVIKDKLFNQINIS
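Test system: purified human Csn5 enzyme expressed in HEK293T cells. Amount: 0.24 nM enzyme. Reagent: SCFSkp2-Nedd8OG substrate at 10 nM final. Schedule: 90 min incubation of compound, enzyme and substrate at room temperature. Detection: fluorescence polarization. Read-out: % inhibition of substrate cleavage by Csn5.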
Rin1-Abl PPI inh: inhibitors of Rin1-Abl protein binding, primary screen, biochemical, TR-FRET | Tyrosine-protein kinase ABL1 (Homo sapiens) + Ras and Rab interactor 1 (Homo sapiens), … | inhibition, % at 7.35 µM | 0.4% of 360,000 active; in the data active means inhibition above about 5%, passing the limit was not always enough
MT1-MMP act inh: blockers of MT1-MMP proenzyme processing, primary screen, HT1080 RFP-PRO-GFP cells, GFP/RFP fluorescence. GFP/RFP ratio change, % at 20 µM. GFP/RFP ratio fluorescence, overnight; percent of plate control window, DMSO zero. 0.061% of 360,000 active;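 active means GFP/RFP ratio change of at least 30% with cell ATP level not reduced by more than half and red fluorescence within 50% of control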; further: strong numbers were not always called active
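system = RFP-PRO-GFP reporter HT1080 cells | dosing = 20 µM single dose, 1% DMSO | timing = overnight cell settling, then overnight compound exposure, 37 °C, 5% CO2 | read-out basis = GFP/RFP fluorescence ratio | controls = DMSO and RFP-L50D-GFP cell wells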
MsrA inh: bovine MsrA enzyme inhibitors, primary screen, biochemical, absorbance, HTS; purified bovine MsrA, absorbance read-out; AID 651718, 2012; 0.75% of 360,000 active; inhibition, % at 15.5 µM; in the data active means inhibition above about 4.5%;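 further: 0% = vehicle wells with enzyme and 100% = reference inhibitor wells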
PABP1 MLLE inh: inhibitors of PABP1 MLLE–PAM2 peptide binding, primary screen, biochemical, fluorescence polarization, FITC-PAM2, GST-MLLE | inhibition, % at 20 µM | Polyadenylate-binding protein 1 (Homo sapiens), P11940 | 0.36% of 360,000 active | AID 588489, 2011; in the data active means inhibition above about 35%, passing the limit was not always enough;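 further: plate controls were DMSO wells with GST-MLLE for no effect and wells lacking GST-MLLE protein for full effect; some results filed as inactive read as strong as hits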
Target sequence (P11940 whole entry, looked up): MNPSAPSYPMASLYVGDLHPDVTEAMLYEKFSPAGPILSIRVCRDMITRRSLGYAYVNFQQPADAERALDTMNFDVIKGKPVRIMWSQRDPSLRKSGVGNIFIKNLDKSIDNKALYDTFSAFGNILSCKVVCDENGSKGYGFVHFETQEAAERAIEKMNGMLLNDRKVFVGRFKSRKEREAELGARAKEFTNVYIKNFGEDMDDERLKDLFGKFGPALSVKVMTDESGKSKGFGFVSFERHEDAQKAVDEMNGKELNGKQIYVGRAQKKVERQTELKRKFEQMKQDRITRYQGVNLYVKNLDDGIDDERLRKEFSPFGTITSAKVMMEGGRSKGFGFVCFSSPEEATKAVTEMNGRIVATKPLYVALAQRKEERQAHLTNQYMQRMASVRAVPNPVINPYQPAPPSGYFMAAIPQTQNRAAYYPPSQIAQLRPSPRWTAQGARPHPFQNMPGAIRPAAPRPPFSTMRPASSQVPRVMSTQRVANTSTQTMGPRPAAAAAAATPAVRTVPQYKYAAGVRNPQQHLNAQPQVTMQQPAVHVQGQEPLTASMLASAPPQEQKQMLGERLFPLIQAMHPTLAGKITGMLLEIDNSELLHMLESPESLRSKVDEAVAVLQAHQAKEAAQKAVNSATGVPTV
FAS-TE inh: FAS thioesterase domain inhibitors, primary screen, biochemical, fluorescence intensity, uHTS; Fatty acid synthase (Homo sapiens), P49327; recombinant FAS-TE, OMFH fluorogenic substrate, fluorescence endpoint; inhibition, % at 15 µM; 0.67% of 360,000 active; AID 602261, 2012;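 active means compounds whose normalised, plate-corrected inhibition of enzyme fluorescence in the single-dose primary screen is 50% or more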;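 further: 0% = DMSO with enzyme and 100% = substrate without enzyme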
Rpn11 block: Rpn11 (PSMD14) deubiquitinase inhibitors, primary screen, biochemical, fluorescence polarization, uHTS; 26S proteasome non-ATPase regulatory subunit 14 (Homo sapiens), O00487; 0.59% of 360,000 active; human 26S proteasome, Ub4-pepOG fluorescence polarization; 20S core pre-blocked with epoxomicin; AID 588493, 2011; calls only at 20 µM;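 active means inhibition at 20 µM, scaled to each plate's controls, above about 33%, limit read from the data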
bovine MsrA act: bovine MsrA enzyme activators, primary screen, biochemical, absorbance, HTS | 0.3% of 360,000 active | purified bovine MsrA, absorbance read-out | Methionine sulfoxide reductase A (Bos taurus) | activation, % at 10.6 µM; in the data active means activation above about 7.5%;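 further: 0% = vehicle and 100% = reference activator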
An asterisk follows results filed as active; i = inactive; nt = not tested or not shown. Not a hit list; about 3.7% have a hit in one of these screens.

SMILES | E coli Lon inh | CSN deneddyl inh | Rin1-Abl PPI inh | MT1-MMP act inh | MsrA inh | PABP1 MLLE inh | FAS-TE inh | Rpn11 block | bovine MsrA act
c1ccc(OCCOCCN2CCc3ccccc3C2)cc1 | -8 | 2 | -1 | -1 | -0.3 | 12 | -5 | i | -5
O=C(NC1CCCc2ccccc21)C1CCCO1 (stereo not given) | -9 | -6 | 2 | 5 | nt | 4 | -6 | i | -4
O=C1OCCN1CCN(CN1C(=O)CCC1=O)CN1C(=O)CCC1=O | -1 | 6 | -2 | 2 | -0.3 | 3 | -3 | i | 1
CC(C)C(OC(=O)C1=Cc2ccccc2OC1)C(=O)NCC1CCCO1 (stereo not given) | -24 | 16 | 5 | -8 | -0.5 | -4 | 9 | i | -5
COc1ccc(C)cc1S(=O)(=O)N(CC(=O)O)c1ccc(C)cc1 | -11 | 2 | -3 | -1 | -0.3 | 4 | -10 | i | -15
CC(C)CCNC(=O)NC(=O)COC(=O)CNC(=O)C1CCCCC1 | -3 | -9 | 2 | 4 | 0.9 | -8 | -3 | i | -2
Cc1sc2nc(CSCC(=O)N(CCC#N)c3ccccc3F)[nH]c(=O)c2c1C | -5 | -3 | 1 | -4 | -1.1 | 5 | -6 | i | -2
O=C(Cc1cccc(NC(=O)C2CCCN(C(=O)C3CCCCC3)C2)c1)Nc1ccc(C(=O)N2CCCCC2)cc1 (stereo not given) | -3 | -1 | -4 | -1 | -1.0 | 8 | -4 | i | -3
Cc1ccc(S(=O)(=O)n2cccc2CO)cc1 | -5 | 3 | 2 | 2 | 0.1 | 9 | -5 | i | -10
COc1ccc(Cn2c(=O)[nH]c3cc(C(=O)N4CCN(Cc5ccccc5)CC4)ccc3c2=O)cc1 | -1 | 5 | 5 | 1 | 0.8 | 2 | 6 | i | -3
Cc1cccc(OCC(=O)N2CCN(c3nnc(-c4ccccc4)c4ccccc34)CC2)c1 | -8 | -5 | 0 | -5 | -0.8 | -12 | 17 | i | -1
COc1cccc(NC(=O)COC(=O)C2=NN(c3ccccc3)C(=O)CC2)c1 | 2 | 4 | 3 | 1 | -0.2 | 6 | -9 | i | 1
O=C1c2ccccc2S(=O)(=O)c2cc(C(=O)N3CCN(c4ccccc4)CC3)ccc21 | -4 | 0 | -2 | 6 | -0.5 | 2 | 20 | i | -3
COc1cccc(NC(=O)C(C)(C)C)c1 | 9 | -3 | 2 | -1 | -0.8 | 3 | -17 | i | -6
CC1CCN(C(=O)Cn2c(=O)n(-c3ccc(F)cc3)c(=O)c3sccc32)CC1 | 7 | 4 | 0 | -1 | -0.8 | 3 | -6 | i | -2
Cc1cccc(NC(=O)c2ccc(Cl)c(S(=O)(=O)N3CCCC3)c2)n1 | 5 | -3 | -3 | 2 | 0.3 | -14 | 3 | i | -2
CN(CC(=O)Nc1c(Cl)cccc1Cl)CC(=O)N(C)C1(C#N)CCCCC1 | 8 | -2 | 0 | 2 | -1.4 | 16 | -7 | i | 0
O=C(CSc1nc2ncc(Cl)cc2[nH]1)c1c[nH]c2ccccc12 | -16 | 13 | -10 | -6 | -0.2 | -99 | -16 | i | -14
C=C(c1ccccc1)c1ccccc1N | -2 | -5 | 0 | -1 | 0.7 | 11 | -4 | i | -1
Nc1ccc(-c2sc(N)nc2-c2ccccc2)cc1 | -11 | 4 | 3 | 4 | 1.6 | -17 | -3 | i | -3
c1ccc(NCC2OCc3ccccc3CO2)cc1 | -11 | 2 | -2 | 5 | -0.8 | -8 | -6 | i | -2
Cc1cc(=O)[nH]c(N2CCCC2)n1 | -2 | 0 | 3 | 2 | 0.6 | 7 | -7 | i | -1
Cc1cc2nc(C3CCCCC3)c(Cc3ccsc3)n2c(C)c1Br | -5 | -7 | nt | -4 | 1.8 | nt | 23 | nt | -15
Cc1nc(SCc2ccccc2)[nH]c(=O)c1CC(=O)OCC(C)C | -6 | -1 | 5 | 3 | -0.2 | 0 | -5 | i | -2
Cc1cnc(C(=O)OCC(=O)N2CCc3ccccc3C2)cn1 | -1 | -1 | 3 | 2 | -0.7 | -8 | -6 | i | -1
CC(=O)c1ccc(NC(=O)c2ccc(N3C(=O)c4cccnc4C3=O)cc2)cc1 | 0 | 2 | 2 | 3 | 0.1 | -25 | -8 | i | -3
COc1ccc(/C=C/C(=O)NC(=S)Nc2ccc(S(N)(=O)=O)cc2)cc1OC | -1 | 1 | 0 | -6 | 1.5 | 36 | -1 | i | -4
CS(=O)(=O)N(CC(=O)NCCSC1CCCCC1)c1ccccc1 | 1 | -9 | 1 | 2 | 2.2 | -6 | 0 | i | -1
S=c1[nH]nc(COc2ccccc2)n1/N=C/c1cccnc1 | 3 | 1 | 0 | 1 | 0.3 | -39 | -10 | i | 6
CC1CCCC(C)N1C(=S)SCC(=O)O (stereo not given) | 1 | 1 | -1 | -1 | 0.2 | 3 | -3 | i | -2
Cc1ccc(NC(=O)COc2coc(CN3CCc4ccccc4C3)cc2=O)c(C)c1 | 5 | 2 | 0 | -1 | -0.6 | 4 | -9 | i | 3
CN(c1ccc(C(=O)Nc2cccnc2)cc1)S(C)(=O)=O | 4 | 0 | 0 | -2 | 0.5 | -1 | -6 | i | -4
COC(=O)C1=C(C)N(Cc2ccccc2)C(=O)N[C@H]1c1ccc(Br)cc1 | 12 | 2 | 6 | 7 | 0.4 | 1 | 21 | i | 0
CCOc1cc(/C=C2\SC(=N)N(c3nonc3N)C2=O)ccc1OCCN1CCOCC1 | 2 | 3 | 0 | -9 | 3.6 | -19 | -2 | i | -1
O=C1C=C(c2ccc3cc[nH]c3c2)C[C@@H](c2ccc3c(c2)OCO3)C1 | 1 | 4 | 1 | 2 | nt | -9 | 18 | i | -4
Cc1ccc(C)c(/C=C2\N=C(c3ccccc3F)OC2=O)c1 | 2 | -1 | 1 | 1 | -0.7 | -8 | 16 | i | -3
Cc1ccc2[nH]c(C(=O)O)c(-c3ccccc3)c2c1 | 0 | -1 | -1 | 13 | 1.5 | -4 | -11 | i | -11
CCOc1ccc2nc(SCC(=O)NC(=O)NCc3ccco3)sc2c1 | 6 | 3 | -8 | 1 | 0.2 | -13 | -7 | i | -3
C/C(=N/NC(=O)CNC(=O)c1cccs1)c1ccco1 | 6 | -5 | 1 | 5 | -0.7 | -10 | -3 | i | 2
CC1CC(C)CN(C(=O)c2cc3ccccc3o2)C1 (stereo not given) | -8 | 1 | 2 | -3 | -1.1 | 5 | -1 | i | -5
COc1ccc(C2c3cc(OC)c(OC)cc3CC3C(=O)OCC32)cc1OC (stereo not given) | -3 | 0 | 3 | 5 | 1.5 | 11 | 12 | i | 0
CCOC(=O)C1=C(COC(=O)CCC(=O)c2ccc(C)cc2)NC(=O)NC1C (stereo not given) | -9 | 0 | 0 | -2 | 0.2 | -3 | -5 | i | 1
C=CCN(C(=O)Nc1ccc2oc(C)nc2c1)c1ccccc1 | -1 | 0 | -1 | -2 | -0.2 | -2 | -16 | i | -4
O=S(=O)(Nc1ccc(Oc2ncccn2)c(Cl)c1)c1ccc(Cl)cc1 | 0 | -1 | 4 | -4 | -0.6 | 6 | -3 | i | -1
Cc1nc(-c2ccc(NC(=O)C3CCCCC3)cc2)cs1 | 0 | 4 | 3 | 6 | 0.0 | 12 | -2 | i | 1
CCN1CC2([N+](=O)[O-])C=CC(=O)C([N+](=O)[O-])(C1)C2CC(=O)c1ccccc1 (stereo not given) | -2 | -2 | -3 | -4 | 1.5 | 5 | -17 | i | 0
CC(C)Nc1nc(NCc2ccccc2)c2sccc2n1 | -6 | -7 | 1 | -3 | 0.2 | -9 | 1 | i | -2
CCOC(=O)N1CCN(C(=O)Nc2ccc3oc(C)nc3c2)CC1 | -2 | 5 | -1 | 1 | -1.0 | 25 | -7 | i | -4
COc1cc(C2c3c(-c4ccccc4O)n[nH]c3C(=O)N2Cc2ccco2)cc(OC)c1OC (stereo not given) | -3 | -4 | -3 | -2 | 0.9 | -7 | -23 | i | -3
CCn1nnnc1-c1ccc(OC)c(S(=O)(=O)Nc2ccc(OC)cc2)c1 | 1 | 3 | 0 | -9 | 1.7 | -2 | 0 | i | -1
N#CCc1c(C#N)c(N)nc(Nc2ccccc2)c1C#N | -14 | 3 | -2 | -4 | 3.4 | -57 | 1 | i | -5
COc1ccc2[nH]c(C)c(CCNC(=S)Nc3cccc(C)c3C)c2c1 | -2 | 2 | 4 | 4 | 0.4 | -42 | 0 | i | -5

Compounds from the list above containing a halogen:
SMILES | E coli Lon inh | CSN deneddyl inh | Rin1-Abl PPI inh | MT1-MMP act inh | MsrA inh | PABP1 MLLE inh | FAS-TE inh | Rpn11 block | bovine MsrA act
Cc1sc2nc(CSCC(=O)N(CCC#N)c3ccccc3F)[nH]c(=O)c2c1C | -5 | -3 | 1 | -4 | -1.1 | 5 | -6 | i | -2
CC1CCN(C(=O)Cn2c(=O)n(-c3ccc(F)cc3)c(=O)c3sccc32)CC1 | 7 | 4 | 0 | -1 | -0.8 | 3 | -6 | i | -2
Cc1cccc(NC(=O)c2ccc(Cl)c(S(=O)(=O)N3CCCC3)c2)n1 | 5 | -3 | -3 | 2 | 0.3 | -14 | 3 | i | -2
CN(CC(=O)Nc1c(Cl)cccc1Cl)CC(=O)N(C)C1(C#N)CCCCC1 | 8 | -2 | 0 | 2 | -1.4 | 16 | -7 | i | 0
O=C(CSc1nc2ncc(Cl)cc2[nH]1)c1c[nH]c2ccccc12 | -16 | 13 | -10 | -6 | -0.2 | -99 | -16 | i | -14
Cc1cc2nc(C3CCCCC3)c(Cc3ccsc3)n2c(C)c1Br | -5 | -7 | nt | -4 | 1.8 | nt | 23 | nt | -15
COC(=O)C1=C(C)N(Cc2ccccc2)C(=O)N[C@H]1c1ccc(Br)cc1 | 12 | 2 | 6 | 7 | 0.4 | 1 | 21 | i | 0
Cc1ccc(C)c(/C=C2\N=C(c3ccccc3F)OC2=O)c1 | 2 | -1 | 1 | 1 | -0.7 | -8 | 16 | i | -3
O=S(=O)(Nc1ccc(Oc2ncccn2)c(Cl)c1)c1ccc(Cl)cc1 | 0 | -1 | 4 | -4 | -0.6 | 6 | -3 | i | -1
